Screens: PubChem, National Center for Advancing Translational Sciences (NCATS)
12-LOX inh – ALOX12 (human) lipoxygenase inhibition; P18054; purified 12hLO, xylenol orange hydroperoxide absorbance; Potency, µM (titrated, usually from 108 µM), for inactives: at the top dose activity change, negative = inhibition, hits mostly inhibitors; hit rate 1.1% among 580,000; AID 1671190; active means well fitted inhibition curve with a large enough effect; inconclusive means small, poorly fitted or top-dose-only effect, or another doubt; inactive means no such curve, though single readings can be large or run the other way
Target sequence (P18054 whole entry, looked up): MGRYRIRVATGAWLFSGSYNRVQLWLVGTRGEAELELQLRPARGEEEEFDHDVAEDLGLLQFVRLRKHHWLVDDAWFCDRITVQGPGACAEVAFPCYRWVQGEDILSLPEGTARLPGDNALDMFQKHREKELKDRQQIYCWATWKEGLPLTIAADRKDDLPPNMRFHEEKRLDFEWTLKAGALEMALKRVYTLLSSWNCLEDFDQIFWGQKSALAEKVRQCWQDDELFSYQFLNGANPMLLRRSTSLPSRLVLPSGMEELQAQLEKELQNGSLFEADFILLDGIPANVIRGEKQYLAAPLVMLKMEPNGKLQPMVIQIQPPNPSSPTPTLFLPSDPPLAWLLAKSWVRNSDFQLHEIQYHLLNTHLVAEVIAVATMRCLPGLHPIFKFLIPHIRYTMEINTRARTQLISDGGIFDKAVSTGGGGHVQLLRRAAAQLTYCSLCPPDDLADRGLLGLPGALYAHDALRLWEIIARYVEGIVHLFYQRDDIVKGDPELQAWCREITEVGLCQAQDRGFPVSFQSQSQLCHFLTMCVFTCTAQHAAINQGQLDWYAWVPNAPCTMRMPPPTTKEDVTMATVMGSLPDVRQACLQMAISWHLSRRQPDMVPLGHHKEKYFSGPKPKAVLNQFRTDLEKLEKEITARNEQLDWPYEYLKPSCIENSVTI
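Purified human 12hLO at 150 nM in 25 mM Hepes, 0.01% Triton X-100, pH 7.0, preincubated 15 min at room temperature with compound. Reaction started with 40 uM arachidonic acid, 30 min at room temperature. Hydroperoxide measured by Fe-xylenol orange, 573/405 nm absorbance ratio.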
* hit, by the source's call; u = inconclusive; [ ] = remark or other dose. On the % scale 0 is the no-effect control and ±100 the full control effect; potency means the concentration at half of the fitted maximal effect. The list is partial; count on the stated rates, not on these rows.

1	Cc1[nH]c2nc3ccccc3n2c(=O)c1Cc1ccccc1Cl
- 12-LOX inh: -8.6%

2	CCOc1ccc(Nc2nc(-c3ccc(C)c(C)c3)cs2)cc1
- 12-LOX inh: u

3	Cc1cn2nc(C(=O)Nc3ccc(N(C)C)cc3)cc2c(N2CCSCC2)n1
- 12-LOX inh: -23.1%

4	O=C(c1ccccc1)N1CCC2(CC1)N=C(c1ccc(Cl)cc1)NO2
- 12-LOX inh: 33.1%

5	O=C1C(N2CCN(S(=O)(=O)c3cccs3)CC2)CCN1Cc1ccccn1 (stereo not given)
- 12-LOX inh: u

6	CC(C)OCc1ccccc1CNS(=O)(=O)c1cc(F)cc(F)c1
- 12-LOX inh: 3.7%

7	CC1(C)CC(Nc2nc3ccccc3nc2NS(=O)(=O)c2ccc3c(c2)OCCO3)CC(C)(C)N1
- 12-LOX inh: 6.0%

8	O=C1CN(C(=O)[C@H]2CN(Cc3ccccc3)C[C@H]2C(=O)O)CCN1
- 12-LOX inh: -2.1%

9	CCNC(=O)N(C1CC1)C1CCOC2(CCN(C(=O)Nc3ccccc3)CC2)C1 (stereo not given)
- 12-LOX inh: 39.6%[activator]

10	CNC(=O)[C@@H]1C[C@@H](n2cc(CNC(=O)Cc3ccc(F)cc3)nn2)CN1
- 12-LOX inh: 51.8%[activator]

11	CC(C)CC(=O)N1CCOc2ccc(CN3CCc4ccccc4C3)cc2C1
- 12-LOX inh: 127.4%[activator]

12	O=C(CSc1nc2cc(Cl)ccc2c(=O)n1Cc1ccccc1)N1CCCCC1
- 12-LOX inh: u

13	Cc1noc(C)c1-c1cnc(Nc2cc(F)cc(N3CCOCC3)c2)c2c1CCO2
- 12-LOX inh: 14.8%[176 µM]

14	CC(=O)NCC(=O)N1Cc2ccccc2CC2(CCCN(C)C2)C1 (stereo not given)
- 12-LOX inh: 1.6%[6.33 µM]

15	Cc1ccccc1NC(=O)CN1C(=O)C(c2ccccc2)=NC12CCCCCC2
- 12-LOX inh: 9.4%

16	CC/C(C)=N/NC(=O)C(c1ccccc1)c1ccccc1
- 12-LOX inh: 37.7%[activator]

17	COc1ccc(CN2CC3(CCN(S(=O)(=O)Cc4ccccc4)CC3)C2=O)cc1
- 12-LOX inh: 19.4%

18	COc1ccc(Cn2c3c(c(=O)n2Cc2ccccc2)CCN(C(=O)c2cccc(N(C)C)c2)C3)cc1
- 12-LOX inh: 7.7%

19	O=C(NCc1cccnc1)C1(CCO)CC12CCOCC2 (stereo not given)
- 12-LOX inh: 17.7%

20	Cc1nc(NC(=O)NC2CCN(Cc3ccccc3)CC2)nn1C
- 12-LOX inh: 11.5%

21	N#CCCc1nc2ccccc2s1
- 12-LOX inh: -3.5%

22	CCN1CCN(c2ccc(C(=O)OC)cc2NC(=O)COc2ccccc2)CC1
- 12-LOX inh: -4.3%

23	CC(=O)NCC(=O)N1Cc2ccccc2CC2(CCCCN2CC2CCCC2)C1 (stereo not given)
- 12-LOX inh: 4.8%[6.33 µM]

24	N#Cc1ccc(Cl)cc1N=C/C(Br)=C/c1ccccc1
- 12-LOX inh: u

25	CC1CCN(c2nc3c(c(=O)n(C)c(=O)n3C)n2CC(=O)C23CC4CC(CC(C4)C2)C3)CC1
- 12-LOX inh: -16.0%

26	O=C(O)CCCCCCC(=O)O
- 12-LOX inh: -28.3%

27	COc1ccc(NC(=O)c2cc(=O)c3cc(Cl)ccc3o2)cc1Cl
- 12-LOX inh: u

28	CCCNC(=O)C1COC2(CCN(C(=O)CC(C)C)CC2)N1C(=O)c1cccc(OC)c1 (stereo not given)
- 12-LOX inh: 50.3%[activator]

29	COCCC1CN(Cc2nc(-c3cccc(C(F)(F)F)c3)oc2C)CCO1 (stereo not given)
- 12-LOX inh: 40.9%[activator]

30	O=C1[C@H](c2ccccc2)[C@@H](c2ccncc2)N1c1ccncc1
- 12-LOX inh: u

31	Cc1ccc(C(NC(=O)c2ccncc2)c2ccccc2)cc1C (stereo not given)
- 12-LOX inh: 9.8%

32	O=C1c2c(nc(CNCc3ccc4c(c3)OCO4)n2Cc2ccccc2)NCCN1Cc1ccccc1F
- 12-LOX inh: 71.1%[activator]

33	NC(=O)NCC(=O)NC1CCCN(c2nc3ccccc3s2)C1 (stereo not given)
- 12-LOX inh: 20.0%

34	O=C(Cn1nc(-c2cccc([N+](=O)[O-])c2)c2ccccc2c1=O)Nc1cccc(Cl)c1
- 12-LOX inh: 21.3%

35	CC(C)CNC(=O)CCc1cccnc1
- 12-LOX inh: -6.0%

36	COc1ccc(C(=O)Sc2ccc(Cl)cc2)cc1
- 12-LOX inh: u

37	O=C(N[C@H](Cc1ccccc1)C(=O)N1CCN(Cc2ccccn2)CC1)[C@H]1O[C@@H](n2ccc(=O)[nH]c2=O)[C@H](O)[C@@H]1O
- 12-LOX inh: 1.3%

38	CCc1noc(-c2cccn3c(CNC(=O)c4ccc(F)cc4Cl)nnc23)n1
- 12-LOX inh: 64.8%[activator]

39	Cc1cc(C(=O)Nc2cccc(-c3nc(CNC(=O)c4cnccn4)c(C)o3)c2)c(C)o1
- 12-LOX inh: 9.2%

40	COc1cc(NC(=O)N2C[C@@H]3C[C@H](C2)c2ccc(NC(=O)c4ccc(F)cc4)c(=O)n2C3)cc(OC)c1
- 12-LOX inh: -3.0%

41	CCOc1cc(C=O)ccc1OCc1cccc2ccccc12
- 12-LOX inh: -5.8%

42	CCn1ccc(C(=O)N2CCc3nc(NC)nc(C(=O)N4CCCC4)c3C2)n1
- 12-LOX inh: 12.7%

43	Cc1cccc(CN2CCCCCCNC(=O)CC2)c1
- 12-LOX inh: 26.3%

44	O=C1N(C2CCOCC2)C[C@H]2CN(Cc3ccc(F)cc3)CCN12
- 12-LOX inh: 120.2%[activator][176 µM]

45	Oc1ccc(-c2ccc(-c3cc(Nc4cccc(CNC5CC5)c4)n[nH]3)cc2)c(O)c1
- 12-LOX inh: -9.6%[57.4 µM]

46	NCCCC(=O)N1CCC2(CC1)CC(NC(=O)CN)c1ccccc12 (stereo not given)
- 12-LOX inh: u

47	Cc1noc(-c2ccc(OC3CN(C(=O)NCC(C)C)C3)cc2)n1
- 12-LOX inh: 32.2%

48	COc1ccccc1-c1cc2nc(C)c(CCC(=O)NCc3ccc(C)cc3)c(C)n2n1
- 12-LOX inh: u

49	Cc1cc(=O)n(CC(=O)Nc2cc(Cl)ccc2C)c(N2CCC(C)CC2)n1
- 12-LOX inh: 27.3%

50	CCCCc1ccc(NC(=O)CN2C(=O)NC3(CCOCC3)C2=O)cc1
- 12-LOX inh: 3.5%

51	Cc1noc(-c2cn(C3CCN(C(=O)c4ccccc4Cl)C3)nn2)n1 (stereo not given)
- 12-LOX inh: 19.0%

52	CN(CC(=O)Nc1ccccc1Br)C(=O)CCn1c(=O)oc2ccccc21
- 12-LOX inh: u

53	CC(=O)Nc1ccc(S(=O)(=O)Nc2ccc3c(c2)N(S(C)(=O)=O)CC3)cc1
- 12-LOX inh: -5.0%

54	N#Cc1cccc(C(=O)N2CCN(C(=O)c3nnn4c3COC(c3ccccc3)C4)CC2)c1 (stereo not given)
- 12-LOX inh: 28.6%

55	COC(=O)CNC(=O)N1CCCCC1c1nc(CCOc2cccc(C)c2)no1 (stereo not given)
- 12-LOX inh: 41.9%

56	COc1cc(SC)ccc1C(=O)N[C@H]1CCN2C(=O)N(c3ccc(F)c(Cl)c3)C(=O)[C@@H]2C1
- 12-LOX inh: 7.2%

57	O=C1NCCOc2ccccc21
- 12-LOX inh: 4.2%

58	Cc1cc(NC(=O)C(C)Oc2cccc(Cl)c2)n(C)n1 (stereo not given)
- 12-LOX inh: 13.7%

59	COCCn1c(C)c(C)c(S(=O)(=O)c2ccc(F)cc2)c1NC(=O)c1cccs1
- 12-LOX inh: -24.9%

60	O=C(CCC(=O)N/N=C/c1ccccc1[N+](=O)[O-])N/N=C/c1ccccc1[N+](=O)[O-]
- 12-LOX inh: -11.1%

61	O=C1CC(c2ccccc2)N(C(=O)CNC(=O)NC2CCCCC2)CCCCCN1 (stereo not given)
- 12-LOX inh: 17.0%

62	COc1ccc(CNC(=O)[C@@H]2CCC[C@@H](NCc3cccc(Cl)c3)CN(C)C(=O)C2)cc1
- 12-LOX inh: 7.1%

63	O=S(=O)(Nc1cccn2nc(C3CC3)nc12)c1cccnc1
- 12-LOX inh: 33.5%

64	Cc1ccc(N(Cc2ccccc2)C(=O)c2cccs2)cc1
- 12-LOX inh: -7.4%

65	Cc1ccc2c(c1)-n1c(nc3cc(C)ccc3c1=O)C(Cc1ccccc1)NC2=O (stereo not given)
- 12-LOX inh: 0.9%

66	Cc1cc(C(=O)N2CCC(c3noc(-c4cnccn4)n3)C2)nn1C (stereo not given)
- 12-LOX inh: 28.0%

67	Cc1noc(-c2cn(C3CCCN(C(=O)c4ccc5c(c4)OCO5)C3)nn2)n1 (stereo not given)
- 12-LOX inh: 7.5%

68	Fc1ccccc1CSc1nc2ccccc2nc1SCc1ccccc1F
- 12-LOX inh: 0.0%

69	COC[C@H]1NC(=O)CC[C@H]1C(=O)N1CCN(Cc2ccccc2)CC1
- 12-LOX inh: 31.6%[activator]

70	NC1CCCCN(C(=O)c2ccc(Cn3cccn3)o2)C1 (stereo not given)
- 12-LOX inh: 0.8%

71	CN(C)C(=O)C[C@@H]1CC[C@@H](NC(=O)C2CCC2)[C@@H](CO)O1
- 12-LOX inh: -24.1%

72	N#Cc1ccccc1CN1CCc2nc(N3CCOCC3)[nH]c(=O)c2CC1
- 12-LOX inh: 28.6%

73	Cc1nc(-c2ccc(C(C)N3CCCCC3)cc2)c(Cl)c(=O)[nH]1 (stereo not given)
- 12-LOX inh: 37.6%

74	Cc1nc(-c2c3n(c(=O)n(Cc4ccc(Cl)cc4)c2=O)CCCCC3)no1
- 12-LOX inh: 5.3%

75	CCOc1ccc(OCCSc2nc3ccccc3n2CC(O)CO)cc1 (stereo not given)
- 12-LOX inh: -29.7%

76	Cc1nc2c(c(-c3ccc(O)cc3)n1)CN(C(=O)c1ccc(C(F)(F)F)cc1)CC2
- 12-LOX inh: 12.4%

77	NC(=O)c1cc[nH]c1C1CCCN(C2CCSCC2)C1 (stereo not given)
- 12-LOX inh: -4.3%

78	O=C(O)C1(O)CCN(c2ncc(F)c(N3CCOCC3)n2)CC1
- 12-LOX inh: u

79	Cc1cc(NC(=O)CN2C(=O)NC(c3ccc(Cl)cc3)C3=C2COC3=O)no1 (stereo not given)
- 12-LOX inh: u

80	CCN1c2cc(C(=O)NC3CCCC3)ccc2C(=O)N2CCCCC21 (stereo not given)
- 12-LOX inh: 21.6%

81	COc1ccccc1-c1nnc(SCC(=O)c2ccc(Br)s2)n1C
- 12-LOX inh: -27.4%

82	COC(=O)c1ccc(CCNC(=O)c2cccc(OC)c2)cc1
- 12-LOX inh: 6.0%

83	N#CCOC(=O)c1c[nH]c2ccccc12
- 12-LOX inh: u

84	CSc1cccc(NC(=O)C2CCCCC2)c1
- 12-LOX inh: 7.0%

85	C[C@@H]1CN([C@@H](C)CO)C(=O)CCCn2cc(nn2)CO[C@H]1CN(C)C(=O)Cc1ccccc1
- 12-LOX inh: -1.0%

86	CN(Cc1ccccc1)c1ncc2c(n1)CC(C)(C)CC2NC1CCOCC1 (stereo not given)
- 12-LOX inh: 5.1%

87	C=CCSc1nc2c(c(=O)n(C)c(=O)n2C)n1Cc1ccccc1Cl
- 12-LOX inh: -3.9%

88	CC(C)NC(=O)c1ccccc1OCc1ccc(Cl)cc1
- 12-LOX inh: -0.8%

Of the compounds above, these have sulfur.
2	CCOc1ccc(Nc2nc(-c3ccc(C)c(C)c3)cs2)cc1
- 12-LOX inh: u

3	Cc1cn2nc(C(=O)Nc3ccc(N(C)C)cc3)cc2c(N2CCSCC2)n1
- 12-LOX inh: -23.1%

5	O=C1C(N2CCN(S(=O)(=O)c3cccs3)CC2)CCN1Cc1ccccn1 (stereo not given)
- 12-LOX inh: u

6	CC(C)OCc1ccccc1CNS(=O)(=O)c1cc(F)cc(F)c1
- 12-LOX inh: 3.7%

7	CC1(C)CC(Nc2nc3ccccc3nc2NS(=O)(=O)c2ccc3c(c2)OCCO3)CC(C)(C)N1
- 12-LOX inh: 6.0%

12	O=C(CSc1nc2cc(Cl)ccc2c(=O)n1Cc1ccccc1)N1CCCCC1
- 12-LOX inh: u

17	COc1ccc(CN2CC3(CCN(S(=O)(=O)Cc4ccccc4)CC3)C2=O)cc1
- 12-LOX inh: 19.4%

21	N#CCCc1nc2ccccc2s1
- 12-LOX inh: -3.5%

33	NC(=O)NCC(=O)NC1CCCN(c2nc3ccccc3s2)C1 (stereo not given)
- 12-LOX inh: 20.0%

36	COc1ccc(C(=O)Sc2ccc(Cl)cc2)cc1
- 12-LOX inh: u

53	CC(=O)Nc1ccc(S(=O)(=O)Nc2ccc3c(c2)N(S(C)(=O)=O)CC3)cc1
- 12-LOX inh: -5.0%

56	COc1cc(SC)ccc1C(=O)N[C@H]1CCN2C(=O)N(c3ccc(F)c(Cl)c3)C(=O)[C@@H]2C1
- 12-LOX inh: 7.2%

59	COCCn1c(C)c(C)c(S(=O)(=O)c2ccc(F)cc2)c1NC(=O)c1cccs1
- 12-LOX inh: -24.9%

63	O=S(=O)(Nc1cccn2nc(C3CC3)nc12)c1cccnc1
- 12-LOX inh: 33.5%

64	Cc1ccc(N(Cc2ccccc2)C(=O)c2cccs2)cc1
- 12-LOX inh: -7.4%

68	Fc1ccccc1CSc1nc2ccccc2nc1SCc1ccccc1F
- 12-LOX inh: 0.0%

75	CCOc1ccc(OCCSc2nc3ccccc3n2CC(O)CO)cc1 (stereo not given)
- 12-LOX inh: -29.7%

77	NC(=O)c1cc[nH]c1C1CCCN(C2CCSCC2)C1 (stereo not given)
- 12-LOX inh: -4.3%

81	COc1ccccc1-c1nnc(SCC(=O)c2ccc(Br)s2)n1C
- 12-LOX inh: -27.4%

84	CSc1cccc(NC(=O)C2CCCCC2)c1
- 12-LOX inh: 7.0%

87	C=CCSc1nc2c(c(=O)n(C)c(=O)n2C)n1Cc1ccccc1Cl
- 12-LOX inh: -3.9%
